# BoNT A protease: BoNT A light chain protease inhibition | multiplex microsphere protease substrate cleavage, flow cytometry | inhibition, % at 10 µM | 360,000 tested, 0.17% active | AID 588499; further: plate controls were buffer without enzyme for full effect and enzyme alone for no effect
# Anthrax LF prot: blocks Bacillus anthracis lethal factor protease; 360,000 tested, 0.12% active; inhibition, % at 10 µM; multiplex microsphere protease cleavage assay, LF; P15917; further: plate controls were buffer without enzyme for full effect and enzyme alone for no effect
# 3CLpro inhibitor: SARS-CoV 3CLpro protease inhibition; recombinant SARS-CoV 3CLpro, quenched FRET peptide cleavage; AID 1706; 290,000 tested, 0.14% active; inhibition, % at 6 µM; in the data active means inhibition above about 12%
# PriA SSB inh: K. pneumoniae PriA-SSBct interaction inhibition | AlphaScreen SSBct-PriA binding, biotinylated peptide | inhibition, % at 33 µM | AID 1272365 | 430,000 tested, 0.6% active; in the data active means inhibition mostly above about 37%, no sharp cut-off; inactive means mostly below about 20%;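 further: plate controls were negative control peptide for no effect and reference peptide for full effect; strong numbers were not always called active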
# MazF activator: activators of E. coli MazEF toxin-antitoxin RNase; FAM/BHQ RNA-DNA oligo cleavage fluorescence, 5 h; 350,000 tested, 0.32% active; P0AE70; activation, % at 20 µM; in the data active means activation above about 50%
# Target sequence (P0AE70 whole entry, looked up): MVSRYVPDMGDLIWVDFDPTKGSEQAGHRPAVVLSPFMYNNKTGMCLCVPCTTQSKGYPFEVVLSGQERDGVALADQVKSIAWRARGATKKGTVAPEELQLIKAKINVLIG
# Rv3671c protease: Rv3671c (M. tuberculosis) protease inhibition. inhibition, % at 5.96 µM. 320,000 tested, 0.048% active. P9WHR9; in the data active means inhibition above about 38%;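 further: extracellular domain of Rv3671c used as enzyme; 0% = enzyme with DMSO and 100% = no enzyme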
# Target sequence (P9WHR9 whole entry, looked up, the tested form may be a part): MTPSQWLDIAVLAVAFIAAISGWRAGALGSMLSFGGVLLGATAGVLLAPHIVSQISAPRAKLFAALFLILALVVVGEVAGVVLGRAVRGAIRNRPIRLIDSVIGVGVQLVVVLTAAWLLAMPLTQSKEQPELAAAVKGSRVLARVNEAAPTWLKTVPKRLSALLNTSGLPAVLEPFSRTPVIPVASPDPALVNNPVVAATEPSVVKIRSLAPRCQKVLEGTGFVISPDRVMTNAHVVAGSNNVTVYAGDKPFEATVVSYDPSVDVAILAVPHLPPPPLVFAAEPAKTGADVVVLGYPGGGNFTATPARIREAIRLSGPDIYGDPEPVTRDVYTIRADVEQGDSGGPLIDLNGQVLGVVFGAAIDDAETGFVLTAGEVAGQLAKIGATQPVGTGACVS
# PrPC surface inh: cell surface PrPC inhibition, primary TR-FRET screen; P04156; TR-FRET read-out; inhibition, % at 13.8 µM; 370,000 tested, 0.43% active; in the data active means inhibition above about 24%; further: 0% = median of the test wells and 100% = reference compound wells
# VHR inh abs: inhibitors of human VHR1 phosphatase (DUSP3); P51452; recombinant VHR phosphatase, pNPP absorbance; inhibition, % at 13.3 µM; 290,000 tested, 0.52% active; AID 1654; in the data active means inhibition above about 50%; further: some compounds called inactive have numbers as strong as hits
# Target sequence (P51452 whole entry, looked up): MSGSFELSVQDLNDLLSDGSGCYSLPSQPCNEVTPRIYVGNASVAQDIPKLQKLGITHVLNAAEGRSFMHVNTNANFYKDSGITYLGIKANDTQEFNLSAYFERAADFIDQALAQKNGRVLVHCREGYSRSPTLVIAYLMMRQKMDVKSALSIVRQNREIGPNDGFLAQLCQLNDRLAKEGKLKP
# CCHFV vOTU inh: CCHFV vOTU protease inhibition; AID 651958; 370,000 tested, 0.55% active; inhibition, % at 11.5 µM; Pep-AMC fluorescence; in the data active means inhibition above about 30%; further: 0% = vehicle wells with enzyme and 100% = no enzyme wells
# BoNT F protease: BoNT F light chain protease inhibition | 360,000 tested, 0.22% active | Multiplex microsphere protease cleavage assay, flow cytometry | inhibition, % at 10 µM; in the data active means inhibition above about 35%, passing the limit was not always enough; inconclusive means no clear call, values can overlap the other calls; further: plate controls were buffer without enzyme for full effect and enzyme alone for no effect
# The depositor's hits bear a star; ? = inconclusive; · = no result given; & = joins results of further samples. Unless noted, no stated cut-off is given here; in the data, active means inhibition above about 30%; inconclusive means no clear call, values can overlap the other calls; inactive means below that.
# The line under a structure holds: BoNT A protease	Anthrax LF prot	3CLpro inhibitor	PriA SSB inh	MazF activator	Rv3671c protease	PrPC surface inh	VHR inh abs	CCHFV vOTU inh	BoNT F protease
N#Cc1ccc(OCC(=O)OCC(=O)Nc2sccc2C(N)=O)cc1
 : 0.5	-1	·	-6	4	-8	-2	·	-1	-6
CCOC(=O)N1CCN(C(=O)CN(c2ccc(OCC)cc2)S(C)(=O)=O)CC1
 : 0.7	-1	5	-5	6	-1	1	4	-9	2
CC(=O)N(NC(=O)c1ccc(C)cc1)C1CC(=O)N(c2ccccc2Cl)C1=O (centres undefined)
 : -1.1	-1	2	-16	8	4	5	3	1	4
Cc1ccc(NC(=O)Nc2ccc([N+](=O)[O-])cc2)nc1
 : 0.5	6	-2	-5	10	-5	-1	17	-11	17
Nc1c(C(=O)Nc2ccc3c(c2)OCCO3)nnn1Cc1ccc(Br)cc1
 : -2.1	-3	·	-3	-1	6	12	·	31*	0
CC1CCC/C(=N\NC(=O)COc2ccccc2Cl)C1 (centres undefined)
 : -0.6	-1	-2	·	-2	0	-7	51*	-8	-6
COc1ccc(C2C(C(C)=O)=C(O)C(=O)N2c2nccs2)cc1OC (centres undefined)
 : 2.3	-3	-4	-1	0	1	-2	8	7	18
COc1ccc(C(=O)Nc2ccccc2C(=O)N2CCCCC2C)cc1 (centres undefined)
 : 0.3	2	-1	5	5	-4	-2	17	8	3
COCCC(=O)N1CCCC(CNS(=O)(=O)c2ccc(OC)cc2)C1 (centres undefined)
 : 0.2	-7	5	-4	3	12	4	-18	7	1
COc1cc(OC)c(OC)cc1CN1CCc2ccccc2C1
 : 0.8	0	-2	-3	-5	10	-1	6	-12	-4
COC(=O)[C@H](Cc1ccccc1)NC(=O)N1CCN(Cc2ccccc2)CC1
 : 0.5	1	-2	4	1	6	0	29	-5	-2
CCC(=O)NC(=S)Nc1ccc(NC(=O)c2cccnc2)cc1
 : ·	·	0	-7	14	-5	3	0	-10	·
COc1ccc(C(C(=O)NCC2CCCO2)N(Cc2ccccc2)C(=O)CNC(=O)c2ccco2)cc1OC (centres undefined)
 : 1.6	17	3	-16	-3	4	8	12	12	8
Cc1ccccc1C(=O)Nc1nnc(S(=O)(=O)N2CCCCC2)s1
 : -0.6	4	6	-5	6	4	-4	29	1	0
Cc1oc(-c2ccc(Cl)cc2)nc1CN1CCC(C(=O)NCc2ccco2)CC1
 : -1.0	-6	-2	4	0	3	·	20	·	-3
CCC(=O)Nc1ccc(C(=O)Nc2ccc3c(c2)OCO3)cc1
 : -0.6	-6	3	-7	2	8	22	2	-4	-6
OC(c1ccc(F)cc1)c1nc(-c2cccs2)cs1 (centres undefined)
 : -0.5	-6	·	·	·	·	-14	·	0	-1
Cc1ccc(OCC(=O)NNC(=O)C2CC(=O)N(c3ccc4c(c3)OCCO4)C2)cc1 (centres undefined)
 : 2.2	-3	·	2	8	4	1	·	10	1
CCn1c(=O)n(CC)c2cc(N3CCCC3)c(NC(=O)c3ccccc3Br)cc21
 : 0.0	-2	1	13	3	-1	3	24	3	4
CCCCOc1ccc(C(=O)NCC(=O)N(C)Cc2nc3ccccc3c(=O)[nH]2)cc1
 : 0.4	9	·	-4	4	-5	3	·	-3	-10
COc1cc(CNC(=O)CCCCCCC(C)C)ccc1O
 : -1.2	-16	·	-3	-1	4	5	·	12	-21
O=C(CCSc1nnc2scc(-c3ccccc3)n12)NCc1ccc2c(c1)OCO2
 : -2.1	-10	-3	2&0	7	-2	2	-8	-7	-2
O=C(O)c1cc(N2C(=O)CCC2=O)ccc1Cl
 : -3.6	29	-6	3	7	4	-5	13	2	?
CC(Oc1ccc(Cl)cc1Cl)C(=O)Nn1cnnc1 (centres undefined)
 : -1.2	-14	2	-6	1	-3	5	18	-6	-9
COCCNS(=O)(=O)c1cc(C(=O)O)ccc1OC
 : -0.9	0	1	-13	-1	-2	-6	-5	0	-2
CC1=[N+](C)N(c2ccccc2)C(=O)C1N=Cc1ccc(Cl)cc1 (centres undefined)
 : -0.6	1	4	-7	-4	-9	2	5	7	-2
Fc1ccccc1OCCCCCN1CCCC1
 : -0.1	3	-3	0	-5	-1	-4	-10	-8	1
COc1ccc2oc(=O)c(C(=O)NC3CCCCCC3)cc2c1
 : 0.5	0	-2	-12	-4	-2	1	50*	-6	-21
O=C(CSc1nnnn1-c1ccccc1)N1N=CCC1c1ccccc1 (centres undefined)
 : -0.7	1	1	-9	-12	-13	2	19	12	4
COC(=O)C1=C(C)N(C)C(=O)NC1c1ccc(C)cc1 (centres undefined)
 : -0.4	-4	0	-6	6	-5	1	38	1	-6
COc1ccc(CN2C(=O)c3cccnc3C2Nc2ccc(OC)c(Cl)c2)cc1 (centres undefined)
 : ?	0	3	12	9	-1	4	28	-15	2
CCCOc1ccc2c(=O)c(N3C(=O)c4ccccc4C3=O)c(C)oc2c1
 : -0.5	-4	0	-4	-1	0	4	33	-4	-1
COc1cc(Br)c(CC(=O)O)cc1OC
 : ·	·	·	-6	11	-1	7	7	-5	·
COc1ccc(S(=O)(=O)NC2CC2)cc1C(=O)N1CCOCC1
 : 0.0	-3	3	-15	3	-9	-2	21	-11	0
COc1cc(/C=N/OCC(=O)Nc2cc(C)cc(C)c2)ccc1OCc1ccc(Cl)cc1
 : 0.0	-2	1	·	-13	-37	12	-7	2	-6
CNC(=O)CN1C(=O)c2cccc3cccc1c23
 : -0.4	1	6	-13	3	0	-2	40	-6	-4
CCN(CC)C(=O)c1ccc(-c2nnc(Nc3ccc(C(=O)N(C)C)cc3)c3ccccc23)cc1
 : -0.4	-10	3	0	-3	-8	-30	17	24	4
COc1cccc(/C=N/NC(N)=S)c1OCc1ccccc1Cl
 : -0.5	2	-3	·	12	-14	-4	-6	-1	0
Cc1ccc(C)c(NC(=O)CSc2nnc(-c3ccco3)o2)c1
 : 0.2	1	5	-11	-4	-2	5	8	5	-3
COCCCNC(=O)Cc1c(C)c2c(cc(C)c3c(C(C)(C)C)coc32)oc1=O
 : 2.2	4	0	-2	10	3	-2	-6	-27	-19
O=C1C=Cc2cccc3ccc(O)c1c23
 : 61*	38*	·	-25	-8	·	-7	·	-16	12
O=c1cc(CSc2ccccn2)nc(N2CCN(c3ccccc3)CC2)[nH]1
 : 0.1	-8	3	-13	16	8	9	-13	3	8
CCCC(C(=O)NCCC(C)C)N(Cc1ccc(F)cc1)C(=O)c1snc(C(N)=O)c1N (centres undefined)
 : 1.0	-9	2	-6	4	-4	-1	-3	-4	?
CN1CCN(C(=O)/C(C#N)=C/c2ccc(F)cc2)CC1
 : 0.1	0	5	3	4	0	0	16	4	0
COc1cc(OC)cc(C(=O)N2c3ccc(F)cc3CCC2C)c1 (centres undefined)
 : -2.3	-7	-3	-17	-4	-2	-8	-8	9	-4
Cc1nc2ccc(NC(=O)C3COc4ccccc4O3)cc2s1 (centres undefined)
 : -0.7	-5	-2	-10	2	-7	1	9	4	1
COc1ccc(S(=O)(=O)NCc2cccnc2)cc1NC(=O)c1ccc(C)cc1
 : ·	·	·	-3	4	-18	-1	·	-1	·
C[C@@H](CN=[N+]=[N-])CN1CC[C@H](C(C)(C)C)CCC1=O
 : -0.4	0	-2	-10	9	-5	-2	-3	15	-3
COc1ccc(CNC(=O)Cc2nn(C)c(=O)c3ccccc23)cc1
 : 0.0	-3	-3	-7	-8	-2	10	12	3	4
O=C1c2ccccc2S(=O)(=O)N1CCCN1C(=O)c2ccccc2S1(=O)=O
 : -0.2	4	·	-7	8	·	2	·	-8	-5

# (cont.)
# The line under a structure holds: BoNT A protease	Anthrax LF prot	3CLpro inhibitor	PriA SSB inh	MazF activator	Rv3671c protease	PrPC surface inh	VHR inh abs	CCHFV vOTU inh	BoNT F protease
COc1cc2c(cc1OC)/C(=C/C(=O)c1ccc(OC)c([N+](=O)[O-])c1)NCC2
 : -2.8	0	-1	·	-6	·	-3	15	-3	-24
Cc1ccc(C)c(N2N=C(C(=O)Nc3cccnc3)CCC2=O)c1
 : 2.2	-8	·	3	6	2	0	·	3	-6
COCCNC(=O)C1c2ccccc2C(=O)N(CCOC)C1c1ccc(F)cc1 (centres undefined)
 : -0.6	-4	0	7	1	5	-6	5	9	1
C=Cc1ccc(Cn2c(=O)n(CCCOC)c(=O)c3sccc32)cc1
 : 2.3	-12	-3	-9	4	-6	-3	43	4	4
O=C(CCc1nnc(C2CCCCC2)o1)N1CCC(Oc2cccnc2)CC1
 : 0.6	2	-3	2	1	6	1	13	-10	-2
COc1ccc(N2CCN(CC(=O)c3ccc(O)cc3O)CC2)cc1
 : 0.7	-2	-6	-10	14	0	4	18	-2	-5
O=c1[nH]c2ccccc2nc1/C=C(\O)C1CC1
 : -2.2	-4	3	-3	-2	-4	-1	-8	-17	-10
CCCCCCn1cc(CN2CC(N3CCN(CCN(C)C)CC3)CS2(=O)=O)nn1 (centres undefined)
 : -0.1	-2	·	·	·	·	-2	·	-5	-2
O=C(O)c1c2c(nc3ccc(S(=O)(=O)N4CCC(C(=O)NCc5ccccc5Cl)CC4)cc13)CCCC2
 : 0.1	0	1	-4	-9	0	-9	-12	16	2
Cc1cc[n+](CC(=O)N2CCCc3ccccc32)cc1
 : -0.4	-1	1	-13	3	5	2	7	-2	-1

# Overlap with the part before: 3 entries, followed by the next part.
# The line under a structure holds: BoNT A protease	Anthrax LF prot	3CLpro inhibitor	PriA SSB inh	MazF activator	Rv3671c protease	PrPC surface inh	VHR inh abs	CCHFV vOTU inh	BoNT F protease
CCCCCCn1cc(CN2CC(N3CCN(CCN(C)C)CC3)CS2(=O)=O)nn1 (centres undefined)
 : -0.1	-2	·	·	·	·	-2	·	-5	-2
O=C(O)c1c2c(nc3ccc(S(=O)(=O)N4CCC(C(=O)NCc5ccccc5Cl)CC4)cc13)CCCC2
 : 0.1	0	1	-4	-9	0	-9	-12	16	2
Cc1cc[n+](CC(=O)N2CCCc3ccccc32)cc1
 : -0.4	-1	1	-13	3	5	2	7	-2	-1
CCCCN(C(=O)CCC(=O)Nc1cc(C)on1)C(C(=O)NC(C)(C)C)c1cccc(OC)c1OC (centres undefined)
 : 0.1	-2	3	-17	3	-1	-7	-1	14	-5
O=C(c1ccc2c(=O)n3c(nc2c1)CCC3)N1CCN(S(=O)(=O)c2ccccc2Br)CC1
 : -4.4	-2	·	15	2	·	-4	·	-3	-6
O=C(CSc1nc2ccccc2c(=O)n1-c1ccc(F)cc1F)Nc1ccc2c(c1)CCC2
 : -0.1	2	-1	-15	7	-43	-1	2	-5	-2
COc1ccc(NC(=O)CN(C)S(=O)(=O)c2cccc3nsnc23)cc1
 : -0.3	2	-2	-11	5	-7	-26	3	-1	-4
Cc1ccc(OCC(=O)NNC(=O)CCc2ccccc2)c(Br)c1
 : -1.0	-1	0	-7	-3	-11	1	21	-4	0
O=[N+]([O-])c1ccc(C(c2ccc([N+](=O)[O-])cc2)c2ccc([N+](=O)[O-])cc2)cc1
 : 0.0	0	·	-10	-1	·	-7	·	5	-4
CCc1cc(=O)oc2c(CNCc3c(F)cccc3Cl)c(O)ccc12
 : -1.4	-12	-1	1	-1	-7	-1	-6	-363	-16
CCOC(=O)CCC(=O)Nc1ccc(S(=O)(=O)N2CCCCC2)cc1
 : 0.4	2	1	11	18	10	1	34	1	2
CC(=O)c1ccc(OCc2cc(C(=O)N(C)CCN3CCOCC3)no2)cc1
 : -1.4	0	-1	-6	5	-18	0	-5	14	-2
COCCN1CCc2c(C)nc3c(-c4ccc(OC)c(OC)c4)cnn3c21
 : 1.1	-11	-4	4	7	1	2	4	8	2
Cc1ccc(S(=O)(=O)N2Cc3ccccc3CC2C(=O)N(C)C)cc1 (centres undefined)
 : 0.0	-2	·	·	-3	·	8	·	-5	-3
O=C(c1ccccc1)c1ccc(OCCOCCN2CCN(Cc3ccccc3)CC2)cc1
 : -0.3	0	2	11	5	7	3	18	9	5
COc1cc(C2SCC(=O)N2CCc2ccc(OC)c(OC)c2)ccc1O (centres undefined)
 : -1.9	2	4	1	4	-5	-3	-3	7	7
COc1ccccc1-c1ccc2c(c1)C(C)(Cc1cc(Cl)ccc1C(F)(F)F)C(=O)N2 (centres undefined)
 : 0.0	8	·	·	·	·	0	·	22	-2

# From PubChem

# The list is partial; the hit share may differ from the screen's.
